Chronic BCR inh: qHTS Assay to Find Inhibitors of Chronic Active B-Cell Receptor Signaling; Potency, µM (doses to about 46.1 µM), without a hit: at the top dose ratio change, negative = lower green/red ratio, hits mostly inhibitors; AID 493014, 2011; ABC-DLBCL IkBa-CBG/CBR reporter, luminescence ratio, 4 h; 340,000 tested, 0.05% active; active = well fitted inhibition curve with a large enough effect in the signal ratio, with a control signal flat, not every such curve was filed as active; inconclusive = small, poorly fitted or top-dose-only effect, or effect the other way, or a change in a side signal; the % refers to the signal ratio;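 also: potency is read from the fitted curve at half-maximal effect; plate controls were basal doxycycline-induced cells for no effect and cells given 10 µM MG132 for full effect; MG132 reads +100%, hits lower the ratio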
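Doxycycline induced both beetle luciferases in TMD8 lymphoma cells; IKK-driven degradation limits the IkappaBalpha-fused green signal, while red luminescence normalises for cell number and nonspecific effects. Compounds tested up to 46 uM, 4 hrs.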
ELG1 repair inh: qHTS screen for small molecules that inhibit ELG1-dependent DNA repair in human embryonic kidney (HEK293T) cells expressing luciferase-tagged ELG1 | HEK293T ELG1-luciferase reporter, luminescence, 16 h; DNA damage induced by 5-fluorouridine | Potency, µM (top dose mostly 46.1 µM), inactives show at the highest dose activity change, negative = inhibition, hits mostly inhibitors | 330,000 tested, 2.3% active; also: potency is read from the fitted curve at half-maximal effect; % is scaled to controls: 0 for no effect and ±100 for the full control effect; nearly all actives have a fitted effect of over 55% in size
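In this reporter screen, reduction of luminescence relative to DMSO vehicle indicated activity. Compounds and 5-fluorouridine were added together to 2,000 cells per well, incubated for 16 hr at 37 °C, then developed with ONE-Glo.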
TSHR antagonist: Antagonists of the Thyroid Stimulating Hormone Receptor: HTS campaign; Thyrotropin receptor (Homo sapiens), P16473; TSHR-expressing cells, TSH-stimulated cAMP HTRF, 2 h; stronger effect = lower value; activity change, negative = inhibition, % at 11.5 µM; 330,000 tested, 0.2% active; AID 504810, 2011;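 active = activity change below a set negative limit, meaning inhibition stronger than a set level, cut at about -70% in these data; inconclusive = activity change between two set negative limits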; also: % is scaled to controls: 0 for no effect and ±100 for the full control effect
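Read-out is FRET at 665 nm (cryptate excitation 337 nm) from a cryptate-tagged anti-cAMP antibody, competed by cell cAMP against cAMP-d2. Compounds are tested on freshly harvested TSHR cells challenged with 4nM TSH (EC80) for 2 hours at 37 deg C.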
PTAP TSG101 blk: qHTS Assay for Iinhibitors of HIV-1 Budding by Blocking the Interaction of PTAP/TSG101 | Fluorescence polarization, FITC-PTAP peptide / Tsg101 binding | Potency, µM (series often up to 115 µM), without a hit: at the highest dose activity change, negative = inhibition, most hits filed as inhibitors | 340,000 tested, under 10 active | AID 493005, 2010; active = well fitted inhibition curve with a large enough effect in the main read-out, with a control signal flat, not every such curve was filed as active; inconclusive = small, poorly fitted or top-dose-only effect, or effect the other way, or a change in a side signal; inactive = no such curve, though single readings can be large or run the other way; also: potency is read from the fitted curve at half-maximal effect; % of control where 0% means no effect
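Compounds were pin-transferred onto Tsg101 binding domain (10 uM final) in HEPES pH 7.5 buffer, then FITC-PTAP peptide was added at 50 nM final. After 20 min at RT, polarization reported peptide displacement across a qHTS concentration series.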
AT treatment: qHTS Assay for Identifying a Potential Treatment of Ataxia-Telangiectasia; 320,000 tested, 0.19% active; AID 485349, 2010; […] A-T fibroblasts, KAP-1 phosphorylation AlphaLISA; neocarzinostatin DNA damage 30 min before lysis; Potency, µM (series often up to 57.5 µM), inactives show at the highest dose activation, most hits filed as activators; also: potency is read from the fitted curve at half-maximal effect; % of control where 0% means no effect; nearly all actives have a fitted effect of over 45% in size
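hTERT-immortalized A-T patient fibroblasts ([…]), 500 cells/well in OPTI-MEM, 1% FBS, got compounds for 60 min, then NCS for 30 min at 37C. Lysates were then assayed for phospho-KAP-1 by AlphaLISA (anti-pKAP1 donor, anti-KAP1 acceptor beads), 6 hr at 25C.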
Eya2 phos inh: qHTS Assay for Inhibitors of the Phosphatase Activity of Eya2; Protein phosphatase EYA2 (Homo sapiens), O00167; Potency, µM (highest dose often 76.9 µM), without a hit: at the highest dose activity, negative = inhibition, actives largely listed as inhibitors; 330,000 tested, 0.006% active; recombinant Eya2, OMFP fluorescence dephosphorylation (OMFP is methylfluorescein phosphate); also: potency is read from the fitted curve at half-maximal effect; % is scaled to controls: 0 for no effect and ±100 for the full control effect
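Eya2 (0.2 uM) preincubated 10 min at ambient with compound, then OMFP substrate added at 50 uM; 10 min reaction in 50 mM HEPES pH 7.5, 50 mM NaCl, 5 uM MgCl2, 0.05% BSA, 1 mM DTT. Fluorescence read at Ex 485/Em 525 nm.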
Tb PFK inh: qHTS Assay to Find Inhibitors of T. brucei phosphofructokinase; 330,000 tested, 0.17% active; T. brucei PFK, ADP-Glo luminescence; AID 485367, 2010; ATP-dependent 6-phosphofructokinase (Trypanosoma brucei brucei), O15648; Potency, µM (highest dose often 57.5 µM), for the others: at the top dose activity, negative = inhibition, hits mostly inhibitors;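 also: potency is read from the fitted curve at half-maximal effect; 0% = uninhibited 1x PFK enzyme wells and -100% = no-enzyme wells; nearly all actives have a fitted effect of over 60% in size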
Target sequence (O15648 whole entry, looked up): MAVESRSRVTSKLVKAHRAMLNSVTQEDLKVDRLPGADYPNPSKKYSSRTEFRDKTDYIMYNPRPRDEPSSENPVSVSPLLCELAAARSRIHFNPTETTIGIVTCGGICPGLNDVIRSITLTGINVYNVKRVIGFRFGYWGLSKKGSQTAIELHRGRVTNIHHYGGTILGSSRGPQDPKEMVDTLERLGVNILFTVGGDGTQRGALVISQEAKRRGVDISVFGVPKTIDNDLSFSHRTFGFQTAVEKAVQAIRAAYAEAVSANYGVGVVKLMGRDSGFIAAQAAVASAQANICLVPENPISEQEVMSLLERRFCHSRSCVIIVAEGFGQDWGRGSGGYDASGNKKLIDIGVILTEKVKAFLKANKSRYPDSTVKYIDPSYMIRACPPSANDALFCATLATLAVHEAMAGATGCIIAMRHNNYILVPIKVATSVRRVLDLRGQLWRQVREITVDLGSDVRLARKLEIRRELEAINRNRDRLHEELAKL
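1.25 nM PFK with 0.5 mM F6P and 0.1 mM ATP in 0.1 M TEA pH 8.0, 5 mM MgCl2, incubated 45 min at room temperature; ADP measured by ADP-Glo luminescence; compounds titrated up to 57 uM.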
Mito fusion act: qHTS Assay for Small Molecule Inhibitors of Mitochondrial Division or Activators of Mitochondrial Fusion; Potency, µM (highest dose often 46.1 µM), for inactives: at the highest dose growth rescue (activation), actives largely listed as activators; 320,000 tested, 0.23% active; S. cerevisiae fusion-defective mutant growth rescue, CellTiterGlo 48 h;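 also: potency is read from the fitted curve at half-maximal effect; % of control where 0% means no effect; nearly all actives have a fitted effect of over 45% in size; temperature-sensitive fusion mutants such as fzo1-1 at 37 °C on non-fermentable ethanol glycerol medium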
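S. cerevisiae fusion-defective temperature-sensitive mutants (e.g. fzo1-1, mgm1-5) grown 48 h at 37C in YPEG (ethanol/glycerol non-fermentable) medium with 23 nl compound per well; growth rescue read as CellTiterGlo luminescence.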
Integrin act MD: qHTS for Activators of Integrin-Mediated Alleviation for Muscular Dystrophy; alpha7betagal myoblasts, beta-gal FDG fluorescence, 48 h; Potency, µM (doses to about 38.3 µM), for inactives: at the highest dose activation, most hits filed as activators; 350,000 tested, 0.064% active;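 also: potency is read from the fitted curve at half-maximal effect; 100% = response of the positive control SU9516; nearly all actives have a fitted effect of over 60% in size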
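alpha7betagal+/- myoblasts (passage 13, 250/well) treated 48 h at 37C with compounds at 1:260 dilution of DMSO stock. Lysed, then beta-galactosidase activity read as FDG fluorescence (ex 480/em 540) after 30 min, with pre-read for autofluorescence.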
S-ASM inh: Inhibitors of Secretory Acid Sphingomyelinase (S-ASM): qHTS. Sphingomyelin phosphodiesterase (Homo sapiens), P17405. placental ASM, HMU-PC fluorogenic substrate, 60 min. Potency, µM (doses to about 57.5 µM), for inactives: at the top dose activity change, negative = inhibition, usual class: inhibitors. 340,000 tested, 0.006% active. AID 504937, 2011; also: potency is read from the fitted curve at half-maximal effect
Target sequence (P17405 47-631 limits assumed): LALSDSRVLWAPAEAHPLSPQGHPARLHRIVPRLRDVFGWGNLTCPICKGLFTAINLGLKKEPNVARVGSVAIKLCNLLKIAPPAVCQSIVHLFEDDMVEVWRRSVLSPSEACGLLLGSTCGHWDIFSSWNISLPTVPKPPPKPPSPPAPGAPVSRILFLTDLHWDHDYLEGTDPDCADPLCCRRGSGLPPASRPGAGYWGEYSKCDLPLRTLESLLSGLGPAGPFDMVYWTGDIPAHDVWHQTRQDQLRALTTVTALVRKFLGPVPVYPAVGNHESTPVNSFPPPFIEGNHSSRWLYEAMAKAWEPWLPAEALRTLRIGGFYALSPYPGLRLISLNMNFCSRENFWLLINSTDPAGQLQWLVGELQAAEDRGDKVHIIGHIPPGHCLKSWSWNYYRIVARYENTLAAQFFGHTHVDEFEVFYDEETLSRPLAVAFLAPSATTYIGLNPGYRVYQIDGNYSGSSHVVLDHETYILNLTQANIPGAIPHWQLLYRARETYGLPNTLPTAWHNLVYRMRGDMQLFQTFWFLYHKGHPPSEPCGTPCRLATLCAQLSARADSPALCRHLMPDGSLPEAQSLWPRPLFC
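Fluorescence read-out (Ex 386 nm, Em 447 nm) after stopping the reaction at pH 10. Enzyme: ASM from human placenta; substrate HMU-PC0, 9 uM final; 60 min, 37 °C. Compound preincubation 10 min, ambient temperature.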
TCR activator: Activators of T cell receptors: qHTS campaign; primary human leukocytes, anti-CD3, IL-2 HTRF, 48 h; Potency, µM (titrated, usually from 9.22 µM), for the others: at the top dose activation of IL-2 secretion, most hits filed as activators; 330,000 tested, under 10 active; also: % of control where 0% means no effect
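Primary human leukocytes were stimulated with a-CD3 beads plus compounds for 48 hr without co-stimulation; secreted IL-2 was quantified by HTRF using a-IL-2-K (europium cryptate) and a-IL-2-d2, excited at 320nm with acceptor emission read at 665nm.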
The depositor's hits bear a star; ? = inconclusive; nt = no result given; [ ] = remark or other dose. Unless noted, calls follow the shape of the dose curve; as a rule, active = well fitted curve in the direction sought with a large enough effect; inconclusive = small, poorly fitted or top-dose-only effect, or another doubt; inactive = no such curve, though single readings can be large; an effect the other way counts as inactive or inconclusive.

SMILES	Chronic BCR inh	ELG1 repair inh	TSHR antagonist	PTAP TSG101 blk	AT treatment	Eya2 phos inh	Tb PFK inh	Mito fusion act	Integrin act MD	S-ASM inh	TCR activator
NC(=O)CC(NC(=O)c1ccccc1)c1ccc(NCc2ccc(F)c(F)c2)c([N+](=O)[O-])c1 (stereo not drawn)	7%	-6%	-1	-2%	0%	-8%	?	0%	-5%	-15%	-4%
CCOc1ccccc1NS(=O)(=O)c1cn(C)nc1C	-3%	-1%	15	0%	7%	11%	1%	-5%	16%	-3%	-2%
O=C(CN(C(=O)CCC(=O)Nc1nccs1)c1ccccc1F)NCCc1ccccc1	?	1%	20	-12%	5%	-12%	-2%	-5%	-8%	-1%[11.5 µM]	9%
COC(=O)c1cc(-c2c(C)oc3cc(OC(C)C)ccc3c2=O)c(C)o1	-2%	?	11	-4%	2%	-2%	-1%	8%	-9%	20%	nt
CC1CN(C(=O)COC(=O)Cc2ccc(Cl)cc2)CC(C)O1 (stereo not drawn)	-3%	0%	23	0%	7%	0%	0%	0%	11%	7%	1%
Cc1ccc(-c2sc(C)nc2CC(=O)O)cc1	0%	12%	7	-5%	2%	0%	-4%	1%	4%	0%	1%
O=C1C(=O)N(CC(=O)N2CCCC2)c2ccccc21	-2%	4%	2	-2%	-3%	4%	-3%	4%	0%	1%	-6%
CCn1c(=O)c(=O)n(CC)c2cc(S(=O)(=O)Nc3cc(C)ccc3C)ccc21	5%	-2%	25	0%	8%	-3%	-3%	-8%	?	-2%	-6%
CC(OC(=O)c1cccnc1SCc1cc(=O)n2ccccc2n1)c1ccccn1 (stereo not drawn)	?	-17%	2	-5%	nt	13%	1%	6%	-22%	4%	-1%
COc1cccc(/C=C/C(=O)c2ccc(C)c([N+](=O)[O-])c2)c1	0%	?	-6	-1%	20%	-18%	0%	12%	31%	2%	4%[46.1 µM]
O=C(c1cc(Cl)ccc1O)N1CCN(S(=O)(=O)c2cccs2)CC1	2%	3%	-2	-3%	0%	13%	0%	11%	-5%	3%	-3%
Cc1onc(-c2c(F)cccc2Cl)c1C(=O)c1ccccc1	1%	-8%	-17	-2%	-4%	-3%	0%	2%	-15%	-1%	-4%
CCOc1ccccc1OCCCCN1CCCC1	7%	3%	16	-5%	0%	-12%	3%	-4%	-8%	-1%	0%
CC(=O)Nc1ccc(N2CCC(C)CC2)c([N+](=O)[O-])c1	?	?	-1	-7%	1%	-2%	-7%	-1%	1%	-15%	-6%
CCOc1ccccc1O[C@H](c1ccccc1)[C@H]1CNCCO1	3%	19%	nt	-5%	8%	-21%	0%	-9%	nt	-1%	-1%
Cc1c(NC(=S)Nc2ccccc2C(F)(F)F)cccc1[N+](=O)[O-]	7%	-7%	26	0%	-7%	-1%	0%	-4%	0%	1%	-8%[46.1 µM]
Cc1ccc(-c2nc(CS(=O)(=O)CC(=O)NC3CCC(C)CC3)c(C)o2)cc1 (stereo not drawn)	?	?	8	-6%	5%	-28%	-4%	15%	1%	-11%	-10%
CC(OC(=O)c1ccc(Cl)c(S(=O)(=O)N2CCOCC2)c1)C(=O)NC1CCCCC1C (stereo not drawn)	9%	-8%	-8	-2%	11%	-13%	0%	7%	17%	-1%	-1%
CCOC(=O)c1cc2sccc2n1CC(=O)N1CCc2ccccc21	-5%	5%	6	-6%	5%	-8%	-7%	-3%	7%	-1%	-3%
CCOc1ccc(N2C(=O)Nc3ccc(Br)cc3C2(O)C(=O)NC(C)C)cc1 (stereo not drawn)	?	14%	-5	-5%	-1%	-5%	0%	-12%	-11%	0%	1%
COc1ccc(C)cc1S(=O)(=O)Nc1cc2c3c(c1)CC(=O)N3CCC2	-15%	-1%	14	-2%	-2%	-19%	2%	-2%	1%	1%	nt
CCN(CC(=O)N1CCOCC1)S(=O)(=O)c1ccc2ccccc2c1	2%	8%	-10	1%	-5%	-3%	0%	1%	33%	-1%	2%
CCCN(CC(=O)Nc1ccccc1C)CC(=O)Nc1ccc(Br)cc1F	?	0%	7	-1%	-1%	-7%	-20%	-2%	-19%	-9%	-1%
Cc1cc(S(=O)(=O)ON2C(=O)c3ccccc3C2=O)ccc1F	-6%	-1%	42	-2%	7%	3%	2%	-2%	-30%[inhibitor]	3%	9%
C[C@H]1CN([C@@H](C)CO)C(=O)Cc2cc(NS(=O)(=O)c3ccc(Cl)cc3)ccc2O[C@@H]1CN(C)C(=O)Nc1cccc2ccccc12	-6%	-1%	0	-2%	9%	-4%	-3%	nt	18%	-18%	-1%
O=C(NCCc1ccccc1C(F)(F)F)C1CCC(=O)N(CCCN2CCCC2=O)C1 (stereo not drawn)	-1%	4%	-1	-4%	4%	6%	1%	0%	18%	0%	-2%
O=C1CC(c2ccc(F)cc2)c2cc3c(cc2N1)CCC3 (stereo not drawn)	-7%	-1%	5	-7%	-14%	-6%	-10%	11µM*	-18%	-7%	0%[46.1 µM]
CC(C)Sc1ncnc2c1oc1ccccc12	?	?	21	-5%	15%	10%	3%	-4%	12%	-5%	-6%
CCOc1ccc(CN2CCN(C(=O)c3ccco3)CC2)cc1	2%	-11%	-2	-2%	0%	-17%	-5%	1%	13%	-2%	2%
CC(=O)c1c(C)nc(Nc2nc(C)c3cc(C)ccc3n2)nc1C	?	?	-3	-4%	-2%	2%	-1%	2%	10%	-1%	-7%
CC1CN(C(=O)c2ccc(OC3CCN(Cc4ccccn4)CC3)cc2)CCN1C (stereo not drawn)	-6%	-2%	5	2%	7%	22%	-2%	1%	20%	5%	nt
O=C(COc1ccc(Br)cc1)N1CCN(S(=O)(=O)/C=C/c2ccccc2)CC1	-11%	?	-10	0%	5%	-7%	1%	?	45%	0%	0%[46.1 µM]
CC(CCn1cccn1)NC(=O)CCc1nnc(C2CCCCC2)o1 (stereo not drawn)	6%	?	3	-2%	1%	-12%	-2%	1%	-1%	4%	5%
Cc1cc(Cl)c(S(=O)(=O)N2CCN(c3cccc(C)c3C)CC2)cc1OCC(N)=O	-14%	?	-19	-5%	nt	-39%	1%	15%	-28%	-8%	-36%
O=C(NCc1cccc(F)c1)c1cccc2c1C(=O)c1ccc(N3CCCC3)cc1S2(=O)=O	?	?	-17	?	1%	12%	5%	nt	-13%	-14%	0%
COc1cccc(/C=N/NC(=O)C(=O)NCc2ccco2)c1OC	11%	0%	-1	-1%	-8%	6%	-1%	-3%	-4%	1%	-2%[46.1 µM]
Cc1nccc2[nH]c(=O)c(C(=O)NCCCN(C)C3CCCCC3)cc12	17%	12%	-6	nt	0%	10%	-1%	-2%	nt	nt	nt
CCSc1nnc(NC(=O)COc2cccc3ccccc23)s1	?	?	0	-3%	2%	6%	-3%	-7%	-13%	0%	nt
Cc1ccsc1C(=O)NCCC(c1ccccc1)c1ccccc1	-1%	-5%	-9	-1%	5%	10%	10%	?	-13%	-3%	-4%[46.1 µM]
COC(=O)CCCNc1ncccc1[N+](=O)[O-]	?	18%	4	1%	-12%	?	4%	0%	-12%	-5%	1%
CCC(=O)NCCc1cc2cc(C)c(C)cc2[nH]c1=O	7%	0%	5	-3%	-2%	8%	-6%	0%	22%	4%	13%

Compounds as they come. About 3.2% of those tested had a hit in this group.
